FAS TE block: FAS thioesterase domain inhibitors, primary screen, biochemical, fluorescence intensity, uHTS | recombinant FAS-TE, OMFH fluorogenic substrate, fluorescence endpoint | AID 602261, 2012 | actives 0.67% (n = 360,000) | inhibition, % at 15 µM;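 active = compounds whose normalised, plate-corrected inhibition of enzyme fluorescence in the single-dose primary screen is 50% or more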;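 also: 0% = DMSO with enzyme and 100% = substrate without enzyme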
MsrA act: bovine MsrA enzyme activators, primary screen, biochemical, absorbance, HTS; activation, % at 10.6 µM; AID 602163, 2012; Methionine sulfoxide reductase A (Bos taurus); purified bovine MsrA, absorbance read-out; actives 0.3% (n = 360,000); in the data active = activation above about 7.5%;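 also: 0% = vehicle and 100% = reference activator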
CSN inh: inhibitors of CSN-mediated cullin deneddylation, primary screen, biochemical, fluorescence polarization, uHTS; COP9 signalosome complex subunit 5 (Homo sapiens), Q92905; Purified CSN, SCF-Nedd8-OG deneddylation; inhibition, % at 12.5 µM; actives 0.38% (n = 360,000); AID 651999, 2013;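 active = pattern-corrected inhibition above about 35%, with an unprinted fluorescence ratio check between 0.5 and 1.5, limit read from the data, passing the limit was not always enough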;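 also: 0% = enzyme with substrate and 100% = substrate without enzyme; some results filed as inactive read as strong as hits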
Target sequence (Q92905 whole entry, looked up, one chain of several): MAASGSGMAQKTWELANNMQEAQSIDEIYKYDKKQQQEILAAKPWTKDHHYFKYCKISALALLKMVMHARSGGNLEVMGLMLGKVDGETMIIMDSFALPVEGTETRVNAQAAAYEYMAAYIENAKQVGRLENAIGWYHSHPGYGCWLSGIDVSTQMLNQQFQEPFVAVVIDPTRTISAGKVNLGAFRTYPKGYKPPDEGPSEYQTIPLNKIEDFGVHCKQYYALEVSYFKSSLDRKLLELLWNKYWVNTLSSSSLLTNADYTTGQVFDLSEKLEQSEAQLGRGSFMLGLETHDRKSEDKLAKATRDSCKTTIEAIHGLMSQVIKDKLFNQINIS
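Test system: Human Csn5 produced in HEK293T cells | Compound: 12.5 µM single point | Times: 90 min, room temperature | Signal: Fluorescence polarization readout | Read-out basis: % inhibition of substrate cleavage by Csn5 | Controls: no-enzyme wells high, enzyme-with-substrate wells low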
MLLE-PAM2 inh: inhibitors of PABP1 MLLE–PAM2 peptide binding, primary screen, biochemical, fluorescence polarization, FITC-PAM2, GST-MLLE | inhibition, % at 20 µM | actives 0.36% (n = 360,000); in the data active = inhibition above about 35%, passing the limit was not always enough;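 also: plate controls were DMSO wells with GST-MLLE for no effect and wells lacking GST-MLLE protein for full effect; some results filed as inactive read as strong as hits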
TbMetRS inhib: T. brucei MetRS inhibitors, primary screen, biochemical, luminescence; methionyl-tRNA synthetase (Trypanosoma brucei brucei); purified T. brucei MetRS, ATP depletion, Kinase-Glo luminescence; inhibition, % at 11.9 µM; actives 0.4% (n = 360,000); AID 624268, 2012;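 active = inhibition above a per-plate cutoff of the control wells' mean inhibition plus 3 SD, cut at about 5.5% in these data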;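 also: 0% = DMSO wells median and 100% = median of wells with control inhibitor compound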
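System: purified T. brucei MetRS enzyme / Detection: Kinase-Glo luciferase luminescence reporting remaining unconsumed ATP / Medium: HEPES buffer with MgCl2, KCl, DTT, spermine, BSA, pyrophosphatase / Replication: singlicate, one well per compound / Evaluation: percent inhibition relative to median high and low control wells / Schedule: 2 h aminoacylation at 25 °C after 15 min preincubation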
Neddyl block: inhibitors of cullin neddylation, primary screen, biochemical, TR-FRET, uHTS, NAE and Ubc12 | NEDD8-conjugating enzyme Ubc12 (Homo sapiens) + NEDD8-activating enzyme E1 regulatory … | calls only at 25 µM | actives 0.58% (n = 360,000) | AID 651699, 2012; in the data active = inhibition above about 36%
Target sequence (P61081 whole entry, looked up): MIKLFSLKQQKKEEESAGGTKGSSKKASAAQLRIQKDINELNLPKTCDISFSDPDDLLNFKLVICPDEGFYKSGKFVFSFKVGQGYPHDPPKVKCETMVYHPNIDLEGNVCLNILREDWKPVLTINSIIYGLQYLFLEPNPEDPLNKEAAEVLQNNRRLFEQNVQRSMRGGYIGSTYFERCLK
Target sequence (Q13564 whole entry, looked up): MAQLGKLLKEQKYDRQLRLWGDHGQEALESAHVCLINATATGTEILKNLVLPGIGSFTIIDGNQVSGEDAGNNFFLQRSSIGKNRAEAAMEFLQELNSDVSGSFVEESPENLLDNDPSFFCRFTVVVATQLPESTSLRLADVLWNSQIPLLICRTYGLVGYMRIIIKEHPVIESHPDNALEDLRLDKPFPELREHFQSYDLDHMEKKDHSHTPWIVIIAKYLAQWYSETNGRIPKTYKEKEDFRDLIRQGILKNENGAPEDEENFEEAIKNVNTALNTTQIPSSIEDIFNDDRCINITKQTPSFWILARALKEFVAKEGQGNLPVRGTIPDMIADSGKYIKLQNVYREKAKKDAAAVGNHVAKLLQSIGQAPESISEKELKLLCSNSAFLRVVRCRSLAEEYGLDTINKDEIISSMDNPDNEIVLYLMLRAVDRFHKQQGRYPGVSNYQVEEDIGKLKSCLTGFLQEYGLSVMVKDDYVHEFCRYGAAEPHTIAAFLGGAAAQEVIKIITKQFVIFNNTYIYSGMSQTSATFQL
MsrA inh: bovine MsrA enzyme inhibitors, primary screen, biochemical, absorbance, HTS | purified bovine MsrA, absorbance read-out | actives 0.75% (n = 360,000) | AID 651718, 2012 | inhibition, % at 15.5 µM; in the data active = inhibition above about 4.5%;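 also: 0% = vehicle wells with enzyme and 100% = reference inhibitor wells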
eLon inh: inhibitors of E. coli Lon protease, primary screen, biochemical, fluorescence polarization | purified E. coli Lon protease | inhibition, % at 7.94 µM | actives 0.42% (n = 360,000) | AID 602123, 2011; in the data active = inhibition above about 13%, passing the limit was not always enough;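 also: 0% = enzyme with probe and DMSO and 100% = no enzyme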
Rin1 Abl inh: inhibitors of Rin1-Abl protein binding, primary screen, biochemical, TR-FRET | actives 0.4% (n = 360,000) | inhibition, % at 7.35 µM | Tyrosine-protein kinase ABL1 (Homo sapiens) + Ras and Rab interactor 1 (Homo sapiens), … | AID 588664, 2011; in the data active = inhibition above about 5%, passing the limit was not always enough
Starred values were filed as active, the others as inactive.

Screening COc1cc(Cl)ccc1OCc1cc(C(=O)N2CCCCC2c2cccnc2)no1 (configuration not stated) returned FAS TE block 4, MsrA act -7, CSN inh -2, MLLE-PAM2 inh -19, TbMetRS inhib -0.2, Neddyl block inactive, MsrA inh -0.9, eLon inh -4 and Rin1 Abl inh 10*.
For COc1ccc(CN2CCC(CO)(Cc3ccccc3)CC2)cc1Cn1cccn1 the results were FAS TE block -13, MsrA act -10, CSN inh -2, MLLE-PAM2 inh -10, TbMetRS inhib 0.4, Neddyl block inactive, MsrA inh -0.7, eLon inh 8 and Rin1 Abl inh 1.
COc1ccccc1CNC(=O)N1CCN(S(=O)(=O)c2ccc(C)cc2)CC1 was read as FAS TE block 0, MsrA act -8, CSN inh 1, MLLE-PAM2 inh 3, TbMetRS inhib -0.5, Neddyl block inactive, MsrA inh -1.4, eLon inh 4 and Rin1 Abl inh 3.
CC(C)(C)NC(=O)COC(=O)c1ccccc1NC(=O)c1ccco1 was read as FAS TE block 1, MsrA act -11, CSN inh -8, MLLE-PAM2 inh 2, TbMetRS inhib -0.6, Neddyl block inactive, MsrA inh 0.4, eLon inh -4 and Rin1 Abl inh 1.
O=C1c2cccc3cccc(c23)C(=O)N1c1cccc(O)c1 was read as FAS TE block -4, MsrA act -3, CSN inh 5, MLLE-PAM2 inh 3, TbMetRS inhib -0.5, Neddyl block inactive, MsrA inh 2.0, eLon inh -5 and Rin1 Abl inh -4.
`CCN(CC)CCOc1ccccc1OC` gave FAS TE block -5, MsrA act -3, CSN inh 3, MLLE-PAM2 inh 7, TbMetRS inhib 0.6, Neddyl block inactive, MsrA inh -0.6, eLon inh -7 and Rin1 Abl inh -1.
COc1ccc(N(Cc2ccccc2)S(=O)(=O)c2cc(C(=O)O)ccc2Cl)cc1 was read as FAS TE block -9, MsrA act -2, CSN inh -1, MLLE-PAM2 inh 12, TbMetRS inhib -0.3, Neddyl block inactive, MsrA inh -0.8, eLon inh -1 and Rin1 Abl inh 2.
For O=C1OC(CC(=O)N(Cc2nnc(-c3ccccc3Cl)o2)C2CC2)c2ccccc21 (configuration not stated) the results were FAS TE block 2, MsrA act -2, CSN inh 3, MLLE-PAM2 inh -4, TbMetRS inhib -0.2, Neddyl block inactive, MsrA inh 0.9, eLon inh -5 and Rin1 Abl inh 2.
For CC1CN(C(=O)N[C@@H](Cc2ccccc2)C(=O)O)CC(C)O1 (some centres not stated) the results were FAS TE block -3, MsrA act 1, CSN inh -1, MLLE-PAM2 inh 1, TbMetRS inhib -0.7, Neddyl block inactive, MsrA inh -0.2, eLon inh -5 and Rin1 Abl inh -2.
For C=CCN1C(=NC(=O)CCC)SC2CS(=O)(=O)CC21 (configuration not stated) the results were FAS TE block -7, MsrA act 4, CSN inh 2, MLLE-PAM2 inh 0, TbMetRS inhib 0.5, Neddyl block inactive, MsrA inh -0.2, eLon inh 5 and Rin1 Abl inh 3.
Screening Cc1ccc(NC(=O)CCn2cc(C(F)(F)F)ccc2=O)cc1 returned FAS TE block 4, MsrA act 0, CSN inh 1, MLLE-PAM2 inh 9, TbMetRS inhib 0.1, Neddyl block inactive, MsrA inh -1.9, eLon inh -10 and Rin1 Abl inh 3.
C[C@@H]1ON(C)[C@H]2C[C@H]3c4[nH]c5ccc(-c6ccc7c(c6)OCO7)cc5c4CCN3C[C@@H]12 was read as FAS TE block -3, MsrA act -1, CSN inh -1, MLLE-PAM2 inh 10, TbMetRS inhib -0.7, Neddyl block inactive, MsrA inh 0.0, eLon inh -7 and Rin1 Abl inh -4.
For COC(=O)[C@]1(C)N[C@H](CN(C)S(=O)(=O)c2ccc(C)cc2)[C@@H]2C(=O)N(Cc3ccccc3)C(=O)[C@@H]21 the results were FAS TE block -7, MsrA act 2, CSN inh 2, MLLE-PAM2 inh -6, TbMetRS inhib -1.6, Neddyl block inactive, MsrA inh 0.5, eLon inh -5 and Rin1 Abl inh -2.
`Cc1ccc([N+](=O)[O-])c(OCC(=O)OCC(=O)c2ccccc2)c1` gave FAS TE block 1, MsrA act -1, CSN inh 0, MLLE-PAM2 inh -3, TbMetRS inhib -0.2, Neddyl block inactive, MsrA inh -0.3, eLon inh -3 and Rin1 Abl inh -1.
For Cc1cccc(NC(=O)CNC(=O)[C@H]2O[C@@H](n3cnc4c(N)ncnc43)[C@H](O)[C@@H]2O)c1C the results were FAS TE block -9, MsrA act -5, CSN inh 2, MLLE-PAM2 inh 13, TbMetRS inhib -0.3, Neddyl block inactive, MsrA inh -1.1, eLon inh -4 and Rin1 Abl inh 2.
Screening COc1ccc(N(C)C(=O)CN(C)S(=O)(=O)c2ccc3c(c2)c(=O)n(C)c(=O)n3C)c(OC)c1 returned FAS TE block 5, MsrA act -4, CSN inh -2, MLLE-PAM2 inh 0, TbMetRS inhib 0.3, Neddyl block inactive, MsrA inh -0.4, eLon inh -2 and Rin1 Abl inh 7.
Cn1cnnc1Sc1ccc(C(=O)OCC(=O)NC2CC2)cc1[N+](=O)[O-] was read as FAS TE block -3, MsrA act -11, CSN inh -2, MLLE-PAM2 inh 6, TbMetRS inhib -0.7, Neddyl block inactive, MsrA inh 0.9, eLon inh -2 and Rin1 Abl inh -2.
`CC(C(Sc1ccccc1N)c1ccccc1)[N+](=O)[O-]` (configuration not stated) gave FAS TE block 8, MsrA act 2, CSN inh 3, MLLE-PAM2 inh 21, TbMetRS inhib -0.2, Neddyl block inactive, MsrA inh -0.1, eLon inh -1 and Rin1 Abl inh -1.
Screening CCN(CC)CCNC(=O)c1ccc(NC(=O)c2cc(-c3ccncc3)nc3ccccc23)cc1 returned FAS TE block -4, MsrA act 1, CSN inh -3, MLLE-PAM2 inh -8, TbMetRS inhib -0.3, Neddyl block inactive, MsrA inh -0.2, eLon inh 4 and Rin1 Abl inh -1.
`Cc1cccc(Nc2ccc3nonc3c2[N+](=O)[O-])c1C` gave FAS TE block -5, MsrA act -1, CSN inh 1, MLLE-PAM2 inh 4, TbMetRS inhib -0.2, Neddyl block inactive, MsrA inh -1.1, eLon inh -6 and Rin1 Abl inh 4.
Screening S=c1[nH]nc(-c2ccccc2Br)n1Cc1ccccc1 returned FAS TE block -4, MsrA act -4, CSN inh -2, MLLE-PAM2 inh 6, TbMetRS inhib 2.5, Neddyl block inactive, MsrA inh 0.4, eLon inh -4 and Rin1 Abl inh 3.
COc1cc(Cl)ccc1OCc1cc(C(=O)N2CCC(N(C)C)C2)no1 (configuration not stated) was read as FAS TE block -7, MsrA act -3, CSN inh 0, MLLE-PAM2 inh 11, TbMetRS inhib 0.4, Neddyl block inactive, MsrA inh -0.8, eLon inh 12 and Rin1 Abl inh 0.
Screening CC(=O)OCCNc1cc(SC(C)C)c2nonc2c1[N+](=O)[O-] returned FAS TE block 16, MsrA act -2, CSN inh 10, MLLE-PAM2 inh 4, TbMetRS inhib 0.7, Neddyl block inactive, MsrA inh 2.2, eLon inh -3 and Rin1 Abl inh -6.
For CCN1CCN(C(=S)c2ccc(Br)cc2)CC1 the results were FAS TE block -4, MsrA act -3, CSN inh -6, MLLE-PAM2 inh 22, TbMetRS inhib -0.2, Neddyl block inactive, MsrA inh -1.5, eLon inh -4 and Rin1 Abl inh -3.
`COc1cc(OC)c(NC(=O)c2c(-c3ccccc3)noc2C)cc1Cl` gave FAS TE block 7, MsrA act -14, CSN inh -2, MLLE-PAM2 inh 18, TbMetRS inhib -1.5, MsrA inh 0.9, eLon inh 9 and Rin1 Abl inh 3.
Screening Cc1ccc(S(=O)(=O)N2[C@@H](CO)CO[C@H]2CC(=O)c2ccccc2)cc1 returned CSN inh 0, TbMetRS inhib -0.5, Neddyl block inactive and MsrA inh -1.7.
`Cc1cc(C)n(-c2ccc(C(=O)NCc3ccc4c(c3)OCO4)cc2)n1` gave FAS TE block -3, MsrA act -1, CSN inh 0, MLLE-PAM2 inh -23, TbMetRS inhib 0.0, Neddyl block inactive, MsrA inh 0.4, eLon inh 7 and Rin1 Abl inh 3.
For CCOC(=O)C(Sc1cc(-c2ccccc2)nc2ncnn12)C(C)=O (configuration not stated) the results were FAS TE block -6, MsrA act -1, CSN inh 15, MLLE-PAM2 inh 3, TbMetRS inhib -0.1, Neddyl block inactive, MsrA inh -0.8, eLon inh -33 and Rin1 Abl inh -3.
For C=CCn1c(=O)/c(=C/c2ccc(C)o2)s/c1=C(/C#N)C(=O)c1ccccc1 the results were FAS TE block -43, MsrA act -14, CSN inh 45*, MLLE-PAM2 inh -111, TbMetRS inhib -2.0, Neddyl block inactive, MsrA inh -1.1, eLon inh -88 and Rin1 Abl inh 5.
O=S(=O)(Nc1cccc(-c2cn3c(n2)SCC3)c1)c1cccs1 was read as FAS TE block 1, MsrA act -1, CSN inh 2, MLLE-PAM2 inh -3, TbMetRS inhib 2.2, Neddyl block inactive, MsrA inh -0.8, eLon inh -1 and Rin1 Abl inh 1.

3 entries drawn at random from the list so far:
Screening COc1cc(Cl)ccc1OCc1cc(C(=O)N2CCCCC2c2cccnc2)no1 (configuration not stated) returned FAS TE block 4, MsrA act -7, CSN inh -2, MLLE-PAM2 inh -19, TbMetRS inhib -0.2, Neddyl block inactive, MsrA inh -0.9, eLon inh -4 and Rin1 Abl inh 10*.
For CC1CN(C(=O)N[C@@H](Cc2ccccc2)C(=O)O)CC(C)O1 (some centres not stated) the results were FAS TE block -3, MsrA act 1, CSN inh -1, MLLE-PAM2 inh 1, TbMetRS inhib -0.7, Neddyl block inactive, MsrA inh -0.2, eLon inh -5 and Rin1 Abl inh -2.
C[C@@H]1ON(C)[C@H]2C[C@H]3c4[nH]c5ccc(-c6ccc7c(c6)OCO7)cc5c4CCN3C[C@@H]12 was read as FAS TE block -3, MsrA act -1, CSN inh -1, MLLE-PAM2 inh 10, TbMetRS inhib -0.7, Neddyl block inactive, MsrA inh 0.0, eLon inh -7 and Rin1 Abl inh -4.

Carrying on:
COc1ccc(CNC(=O)c2cnc3n(c2=O)CCS3)cc1 was read as FAS TE block 4, MsrA act -2, CSN inh 4, MLLE-PAM2 inh 1, TbMetRS inhib -0.1, Neddyl block inactive, MsrA inh -0.3, eLon inh -4 and Rin1 Abl inh 2.
Screening O=C(O)c1ccc(N2CCCC2=O)cc1 returned FAS TE block -9, MsrA act 0, CSN inh 1, MLLE-PAM2 inh 1, TbMetRS inhib -0.7, Neddyl block inactive, MsrA inh -0.1, eLon inh -7 and Rin1 Abl inh 0.
For O=C(CSCc1ccc(Cl)cc1)NCc1ccc2c(c1)OCO2 the results were FAS TE block 6, MsrA act -1, CSN inh -4, MLLE-PAM2 inh -1, TbMetRS inhib 0.1, Neddyl block inactive, MsrA inh -0.4, eLon inh -8 and Rin1 Abl inh 0.
`CN1CCN(C(=O)C2(NC(=O)Nc3cccc(F)c3)CCCCC2)CC1` gave FAS TE block -7, MsrA act -3, CSN inh -1, MLLE-PAM2 inh 2, TbMetRS inhib -0.3, Neddyl block inactive, MsrA inh 0.3, eLon inh -14 and Rin1 Abl inh 3.
